# Screens: PubChem, Broad Institute
# C diff growth = inhibitors of Clostridium difficile growth; Clostridium difficile clinical isolate growth, OD600, 24 h; hits give low values; 86,000 tested, 0.25% active; growth activity, negative = inhibition, % at 16 µg/mL (by protocol); AID 1259249;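 active means mean growth activity at or below -80% and every replicate also at or below -80%; inconclusive means mean at or below -80% but some replicate above -80%; inactive means mean growth activity above -80%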;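 further: 0% = DMSO wells and -100% = levofloxacin 16 µg/mL wells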
# Pf Dd2 inh = blocks growth of Plasmodium falciparum Dd2 parasites; P. falciparum Dd2 growth, SYBR Green, 72 h; hits give low values; activity change, % at 10 µM; 94,000 tested, 2.3% active; in the data active means activity change below about -80%; inconclusive means no clear call, values can overlap the other calls
# KDM4C inh = KDM4C (human) demethylase inhibition; Q9H3R0; inhibition, % at 12.5 µM; GST-KDM4C 2-372, H3K9me3 peptide, LANCE TR-FRET; AID 720574; 96,000 tested, 0.15% active;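 active means mean replicate inhibition above about 25%, with at least 55% of replicates also reaching it, limit read from the data, passing the limit was not always enough; inconclusive means only one of those two conditions met; inactive means neither condition met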
# Target sequence (Q9H3R0 2-372 limits assumed): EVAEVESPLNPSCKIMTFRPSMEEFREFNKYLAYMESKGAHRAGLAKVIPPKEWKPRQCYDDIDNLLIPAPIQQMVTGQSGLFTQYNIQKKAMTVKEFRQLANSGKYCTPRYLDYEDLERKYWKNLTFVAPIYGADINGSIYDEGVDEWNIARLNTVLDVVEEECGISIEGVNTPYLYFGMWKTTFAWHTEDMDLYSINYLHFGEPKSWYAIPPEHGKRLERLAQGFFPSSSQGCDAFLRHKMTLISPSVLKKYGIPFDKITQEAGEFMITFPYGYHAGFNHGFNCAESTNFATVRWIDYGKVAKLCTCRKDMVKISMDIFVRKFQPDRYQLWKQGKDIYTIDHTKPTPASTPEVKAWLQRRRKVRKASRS
#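 System: N-terminal GST-fused human GASC-1 (KDM4C) fragment, residues 2-372; amount: enzyme final amount 10 nM; incubation: reaction 30 min RT, detection step 1 h RT; medium: HEPES buffer, pH 7.5, plus ascorbate; technique: LANCE TR-FRET, Eu antibody, ULight-streptavidin, EDTA, ex 340 nm, em 618/671 nm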
# Tcruzi prolif = blocks T. cruzi growth in NIH3T3 culture. T. cruzi beta-gal in NIH3T3, GalScreen luminescence, 90 h. inhibition, % at 8.34 µM. 77,000 tested, 5.9% active. AID 624255;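 active means mean inhibition above about 93%, with at least 55% of replicates each passing it, limit read from the data, passing the limit was not always enough; inconclusive means only one of those two conditions holds; inactive means neither condition holds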
# Starred values were filed as active, the others as inactive; ? = inconclusive; nt = not tested or not shown; & = joins results of further samples. Rows are unselected; 6.8% or so of the library scored in one or more.
SMILES,C diff growth,Pf Dd2 inh,KDM4C inh,Tcruzi prolif
COc1ccc(NC(=O)Nc2ccc3c(c2)[C@@H]2C[C@@H](CC(=O)N(C)C)O[C@@H](CO)[C@@H]2O3)cc1,-1,-17,-2.7,-4
CC(C)NC(=O)N[C@@H]1CC[C@@H](CCNC(=O)C2CCOCC2)O[C@H]1CO,nt,15,-0.9,13
C[C@H]1CN([C@@H](C)CO)C(=O)c2cc(NC(=O)CCN3CCOCC3)ccc2O[C@@H]1CN(C)S(C)(=O)=O,0,20,0.5,7
C[C@@H]1CN([C@@H](C)CO)S(=O)(=O)c2ccc(C#Cc3ccccc3F)cc2O[C@@H]1CN(C)C(=O)Cc1ccncc1,-1,-58,-3.3,nt
C/C=C/c1ccc([C@H]2[C@@H](CO)N(C(=O)c3cnccn3)C23CN(C(=O)C2CC2)C3)cc1,-4,-71,-1.9,nt
C(=C\c1ccc(C2[C@@H]3CN(Cc4ccc5c(c4)OCO5)C[C@H]2N3)cc1)/c1ccccc1 (stereo partly drawn),-99*,?,-1.8&0.4,nt
O=C(c1cccc(F)c1)N1CC(=O)N2[C@H](CO)[C@@H](c3ccc(C4=CCCC4)cc3)[C@H]2C1,-4,-13,1.3,nt
C[C@H]1CN([C@@H](C)CO)C(=O)c2cc(N(C)C)ccc2O[C@@H]1CN(C)S(=O)(=O)c1ccccc1,3,-7,2.4,51
CCCN1C[C@H](C)[C@H](OC)CN(C)C(=O)c2cc(NS(C)(=O)=O)ccc2OC[C@H]1C,2,21,-1.2,13
COc1ccc(S(=O)(=O)N(C)C[C@H]2Oc3ccc(NC(=O)NC(C)C)cc3CC(=O)N([C@@H](C)CO)C[C@@H]2C)cc1,-4,-29,-0.1,31
CC(C)NC(=O)Nc1ccc2c(c1)C(=O)N([C@H](C)CO)C[C@H](C)[C@@H](CN(C)C(=O)CCC(F)(F)F)OCCCC[C@H](C)O2,0,12,0.5,61
Cc1noc(C)c1NC(=O)N(C)C[C@H]1Oc2c(NS(=O)(=O)c3cn(C)cn3)cccc2C(=O)N([C@@H](C)CO)C[C@H]1C,2,3,-2.1,88
CN1C[C@H]2[C@@H](c3ccccc31)[C@H](CO)N2C(=O)c1ccccn1,-7,9,4.2,22
C[C@H](CO)N1C[C@H](C)[C@H](CN(C)CC2CCOCC2)Oc2ncc(C#CCc3ccccc3)cc2C1=O,1,-47,-0.7,-31
O=C(C[C@H]1CC[C@@H]2[C@H](COC[C@@H](O)CN2C(=O)c2ccncc2)O1)NC1Cc2ccccc2C1,2,3,-1.7,9
C[C@@H]1CN([C@@H](C)CO)C(=O)c2cc(NS(C)(=O)=O)ccc2O[C@@H]1CN(C)C(=O)NC1CCCCC1,1,1,0.5,nt
O=C(C[C@H]1CC[C@H](NC(=O)Nc2ccc(F)cc2)[C@H](CO)O1)NCCN1CCCC1,-5,0,1.0,1
C[C@@H]1CN([C@@H](C)CO)C(=O)c2cc(NC(=O)c3ccncc3)ccc2O[C@H]1CN(C)Cc1ccncc1,-5,16,9.1,-4
Cc1ccc(S(=O)(=O)N(C)C[C@@H]2Oc3ccc(NC(=O)C4CC4)cc3CC(=O)N([C@@H](C)CO)C[C@@H]2C)cc1,3,-19,0.2,56
CCCNC(=O)C[C@H]1C[C@H]2c3cc(NC(=O)NC4CCCC4)ccc3O[C@H]2[C@H](CO)O1,nt,9,1.1,-13
COc1cccc(C(=O)Nc2ccc3c(c2)C(=O)N(C)C[C@@H](OC)[C@H](C)CN[C@H](C)CO3)c1,nt,30,0.1,-23
CC(C)CC#Cc1ccc([C@H]2[C@H]3CN(S(=O)(=O)c4cccc(F)c4)CC(=O)N3[C@H]2CO)cc1,15,-25,-0.1,nt
Cc1ccc(S(=O)(=O)Nc2ccc3c(c2)C(=O)N([C@H](C)CO)C[C@@H](C)[C@@H](CN(C)C(=O)Nc2ccccc2)OCCCC[C@@H](C)O3)cc1,nt,-83*,-0.9,-60
Cc1ccc(S(=O)(=O)Nc2cccc3c2O[C@H](CN(C)Cc2ccc(Cl)c(Cl)c2)[C@@H](C)CN([C@@H](C)CO)C3=O)cc1,nt,-53,-1.4,68
C[C@H]1CCCCO[C@H](CN(C)C(=O)c2ccccc2)[C@@H](C)CN([C@@H](C)CO)C(=O)c2cc(NC(=O)Cc3ccccc3)ccc2O1,1,-53,0.3,nt
CCCNC(=O)NC[C@@H]1[C@@H](c2ccc(C3=CCCC3)cc2)[C@@H](CO)N1C(C)=O,-3,31,5.2,14
COc1ccc(NC(=O)Nc2ccc3c(c2)C(=O)N([C@H](C)CO)C[C@@H](C)[C@H](CN(C)Cc2ccc(Oc4ccccc4)cc2)O3)cc1,0,23,1.2,1
CNC[C@@H]1OCCCC[C@@H](C)Oc2ccc(NC(=O)Nc3cccc4ccccc34)cc2C(=O)N([C@H](C)CO)C[C@H]1C,4,nt,-0.9,-9
C[C@H](CO)N1C[C@H](C)[C@H](CN(C)C(=O)Nc2ccccc2)Oc2ccc(NC(=O)CCC(F)(F)F)cc2CC1=O,-8,-3,0.4,11
C[C@H]1CCCCO[C@@H](CN(C)S(=O)(=O)c2ccc(Cl)cc2)[C@@H](C)CN([C@@H](C)CO)C(=O)c2cc(NS(=O)(=O)c3ccc(Cl)cc3)ccc2O1,0,-55,0.1,95
O=C(NC[C@@H]1CC[C@@H]2[C@@H](CN2S(=O)(=O)c2ccccc2[N+](=O)[O-])O1)C1CCCCC1,7,-3,nt,nt
COc1ccc(S(=O)(=O)N2CCCCN3[C@H](C2)[C@H](c2ccc(C4=CCCC4)cc2)[C@@H]3CO)cc1,11,-26,0.3,8
CO[C@@H]1CN(C)C(=O)c2ccc(NS(=O)(=O)c3cn(C)cn3)cc2OC[C@@H](C)N(Cc2ccc(C(F)(F)F)cc2)C[C@H]1C,nt,-28,0.8,nt
Cc1noc(C)c1S(=O)(=O)Nc1ccc2c(c1)C(=O)N([C@@H](C)CO)C[C@@H](C)[C@H](CN(C)CC1CC1)O2,1,3,13,-10
CN1C(=O)c2cc(NS(C)(=O)=O)ccc2OC[C@@H]2O[C@@H](CC(=O)NC3CCCCC3)CC[C@@H]21,-3,nt,-0.1,-3
O=C(Nc1cc(F)ccc1F)N1CC(=O)N2[C@H](CO)[C@H](c3ccc(-c4cccnc4)cc3)[C@H]2C1,0,9,4.6,nt
C[C@H]1CN([C@@H](C)CO)C(=O)c2cc(C#Cc3cccc(F)c3)cnc2O[C@@H]1CN(C)Cc1ccccn1,-1,-38,12,49
C[C@@H]1CN([C@@H](C)CO)C(=O)Cc2cc(NC(=O)Nc3ccc(C(F)(F)F)cc3)ccc2O[C@H]1CN(C)Cc1ccc(-c2ccccc2)cc1,53,-79,0.8,65
Cc1ccc(S(=O)(=O)N(C)C[C@H]2Oc3c(NC(=O)Nc4cccc5ccccc45)cccc3C(=O)N([C@@H](C)CO)C[C@@H]2C)cc1,0,-57,16,40
C[C@H](CO)N1C[C@H](C)[C@H](CN(C)C(=O)Cc2ccccc2)OCCCC[C@H](C)Oc2ccc(NC(=O)c3ccncc3)cc2C1=O,-2,-39,3.1,17
C[C@H](CO)N1C[C@H](C)[C@@H](CN(C)S(=O)(=O)c2cn(C)cn2)Oc2c(NS(C)(=O)=O)cccc2C1=O,nt,20,nt,-104
Cc1noc(C)c1S(=O)(=O)Nc1ccc2c(c1)CC(=O)N([C@H](C)CO)C[C@H](C)[C@H](CN(C)C(=O)NC(C)C)O2,1,4,-0.5,31
Cc1noc(C)c1NC(=O)N[C@H]1C=C[C@@H](CC(=O)NCCCN(C)C)O[C@H]1CO,0,0,2.1,-9
CCC(=O)Nc1ccc2c(c1)OC[C@H](C)NC[C@H](C)[C@@H](OC)CN(C)C2=O,0,nt,-0.3,-9
CCc1cnc(N2[C@H](CO)[C@@H](c3ccc(C4=CCCCC4)cc3)[C@@H]2C#N)s1,6,11,-0.2,72
CCC(=O)N[C@H]1C=C[C@@H](CC(=O)NCC2CCCCC2)O[C@H]1CO,nt,-22,0.8,9
CCCC(=O)Nc1ccc2c(c1)OC[C@@H](C)N(C(=O)C1CCCC1)C[C@@H](C)[C@@H](OC)CN(C)C2=O,nt,-2,0.8,-10
CCCC(O)C#Cc1cnc2c(c1)C(=O)N([C@H](C)CO)C[C@H](C)[C@H](CN(C)S(C)(=O)=O)O2 (stereo partly drawn),0,35,1.1,nt
C[C@H](CO)N1C[C@H](C)[C@@H](CN(C)C(=O)C2CC2)Oc2ncc(-c3cccnc3)cc2C1=O,-1,19,1.6,17
C[C@H](CO)N1C[C@H](C)[C@@H](CN(C)Cc2ccc(C(F)(F)F)cc2)OCCCC[C@H](C)Oc2ccc(NC(=O)Nc3ccc(F)cc3)cc2C1=O,nt,-11,-0.4,?
COCC(=O)N1[C@@H](CO)[C@@H]2c3ccccc3N(C)C[C@@H]21,-3,-14,-0.2,-3
C[C@@H]1CN([C@H](C)CO)C(=O)c2cc(-c3cccnc3)cnc2O[C@H]1CN(C)C(=O)NC1CCCC1,3,20,-1.4,63
Cc1noc(C)c1S(=O)(=O)Nc1ccc2c(c1)CC(=O)N([C@@H](C)CO)C[C@H](C)[C@@H](CN(C)S(=O)(=O)c1ccc(Cl)cc1)O2,10,-12,-0.7,46
O=C(C[C@@H]1C=C[C@H](NC(=O)C2CC2)[C@H](CO)O1)NCC1CC1,-1,17,-0.2,nt
CCC(=O)N1CC[C@@H]2[C@@H](CO)Nc3ccc(C#Cc4ccccc4)cc3[C@@H]21,9,2,-0.7,76
C[C@H]1CN([C@@H](C)CO)C(=O)c2cc(NS(=O)(=O)c3ccc(Cl)cc3)ccc2O[C@H]1CN(C)S(=O)(=O)c1cn(C)cn1,1,0,-0.4,83
C[C@@H]1CN([C@H](C)CO)C(=O)c2cc(-c3cncnc3)cnc2O[C@H]1CN(C)Cc1ccncc1,5,17,0.4,21
COc1ccc(S(=O)(=O)Nc2ccc3c(c2)C(=O)N([C@@H](C)CO)C[C@H](C)[C@H](CN(C)S(=O)(=O)c2ccc(F)cc2)OCCCC[C@H](C)O3)cc1,0,-49,-1.6,50
CC(=O)N(CC1CCC1)C[C@@H]1N[C@@H](CO)[C@H]1c1ccc(C2=CCCC2)cc1,4,-17,-1.0,48
C[C@@H]1CN([C@H](C)CO)C(=O)c2cc(NC(=O)c3ccncc3)ccc2O[C@@H]1CN(C)Cc1ccc(Cl)c(Cl)c1,12,-7,1.4,20

# Further records
SMILES,C diff growth,Pf Dd2 inh,KDM4C inh,Tcruzi prolif
CO[C@H]1CN(C)C(=O)c2ccc(NC(C)=O)cc2OC[C@@H](C)N(Cc2cccnc2)C[C@H]1C,nt,nt,-0.2,24
COc1ccc(NC(=O)Nc2ccc3c(c2)C(=O)N([C@H](C)CO)C[C@@H](C)[C@H](CN(C)Cc2ccccc2)OCCCC[C@H](C)O3)cc1,-4,-51,0.1,93
Cc1noc(C)c1S(=O)(=O)N(C)C[C@H]1Oc2ccc(NS(=O)(=O)c3cccs3)cc2C(=O)N([C@@H](C)CO)C[C@H]1C,nt,12,1.8,-22
COc1cccc(NC(=O)N2[C@@H]3CNC[C@H]2C3c2ccc(-c3cccnc3)cc2)c1 (stereo partly drawn),-5&6,11&0,-3.0&-0.1,nt
O=S(=O)(c1ccccc1)N1CC[C@@H]2[C@H]1c1cc(C#Cc3cccc(F)c3)ccc1N[C@@H]2CO,0,-23,-1.9,102*
CC(C)CC#Cc1cnc2c(c1)C(=O)N([C@@H](C)CO)C[C@@H](C)[C@@H](CN(C)C(=O)CN1CCOCC1)O2,1,7,1.7,9
CCS(=O)(=O)N1Cc2cc(C(=O)N(C)C)nc(-c3cccc(-c4ccc(C#N)cc4)c3)c2[C@@H]1CCO,-5,35,-1.4,nt
